Compound activity: PubChem BioAssay, The Scripps Research Institute Molecular Screening Center
M1 ag parental = counter-screen for M1 agonists: effect in parental CHO-K1 cells | actives 0.48% (n = 360,000) | Fluo-8 calcium fluorescence; scaled to maximal ATP response, vehicle zero | activation, % at 3 µM | AID 602248; in the data active = activation above about 15%;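 note: untransfected CHO-K1 host cells lacking M1 receptor as counterscreen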
M1 antag = antagonists of human M1 muscarinic receptor; P11229; actives 1.3% (n = 360,000); AID 588852; CHO-K1 hM1, Fluo-8 calcium fluorescence, ACh EC80 antagonist; inhibition, % at 3 µM;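 active = percent inhibition above its own plate's cutoff, namely the mean of that plate's compound wells plus 3 SD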;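 note: peak over basal fluorescence ratio during 140 s after agonist addition; 0% = ACh EC80 plus DMSO and 100% = DMSO alone without agonist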
CHRM1 agonist = activates human CHRM1 receptor; P11229; CHO-K1 hM1, Fluo-8 calcium fluorescence, agonist mode; 0% DMSO, 100% acetylcholine EC100; activation, % at 3 µM; actives 0.33% (n = 360,000); AID 588814;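 active = activation above the run's mean compound activation plus 3 SD, cut at about 16% in these data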;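 note: peak over basal fluorescence ratio within a 140 s kinetic read after compound addition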
TAAR1 antag = human TAAR1 antagonism; CHO RD-HGA16 TAAR1, Fluo-8 calcium fluorescence, antagonist; actives 1.5% (n = 360,000); inhibition, % at 3 µM;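 active = inhibition above a per-plate cutoff, the mean inhibition of test compounds on that plate plus 3 SD, cut at about 49% in these data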;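 note: 0% = DMSO plus EC80 beta-PEA response and 100% = DMSO alone without agonist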
Target sequence (Q96RJ0 whole entry, looked up): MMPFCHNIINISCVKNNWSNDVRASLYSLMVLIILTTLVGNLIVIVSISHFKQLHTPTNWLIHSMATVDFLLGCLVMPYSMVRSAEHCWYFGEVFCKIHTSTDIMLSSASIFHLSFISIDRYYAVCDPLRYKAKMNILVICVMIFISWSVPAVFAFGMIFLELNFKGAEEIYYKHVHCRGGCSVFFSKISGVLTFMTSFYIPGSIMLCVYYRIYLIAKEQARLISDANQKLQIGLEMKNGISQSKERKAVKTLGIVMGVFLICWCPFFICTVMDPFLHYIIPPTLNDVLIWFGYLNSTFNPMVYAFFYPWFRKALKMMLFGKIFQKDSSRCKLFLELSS
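Assay system: RD-HGA16 CHO cells with stable hTAAR1 and Gα16 / Reagent: EC80 β-phenethylamine stimulus / Doses: 3 µM, single point / Timing: dye loading 75 min at 37 °C, then 30 min room temperature / Measured by: Fluo-8 intracellular calcium dye fluorescence, real-time kinetic reads / Controls: vehicle wells and EC80 agonist wells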
CHO parental Ca = counter-screen: ATP calcium response change in parental CHO cells. parental CHO-K1, ATP-induced calcium, Fluo-8 fluorescence. inhibition, % at 5.6 µM. actives 0.63% (n = 330,000). AID 463079;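 active = inhibition above that plate's mean sample inhibition plus 3 SD, cut at about 26% in these data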;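 note: 0% = ATP-challenged DMSO wells and 100% = DMSO wells without ATP; some compounds past the cut are filed as inactive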
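Material: Parental CHO cells | Reagent: ATP | Compound dosing: Single nominal dose of 5.6 µM per compound | Detection: Intracellular calcium via Fluo-8 no-wash fluorescent dye | Read-out: % inhibition of ATP-induced calcium mobilization | Benchmarks: Low control ATP plus DMSO, high control DMSO only | Replicates: Singlicate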
TAAR1 agonist = agonists of human TAAR1 | Q96RJ0 | AID 624467 | activation, % at 3 µM | CHO RD-HGA16 TAAR1, Fluo-8 calcium fluorescence; vehicle wells 0%, saturating PEA agonist 100% | actives 0.99% (n = 360,000);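 active = activation above the mean activation of all test compounds in the run plus 3 SD, cut at about 38% in these data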
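Test system: RD-HGA16 (CHO) cells co-expressing Gα16 and hTAAR1 | Doses: Single dose, 3 µM | Schedule: 17-24 h seeding, 75 min 37 °C dye, 30 min RT | Evaluation: % activation from peak over basal fluorescence ratio, DMSO-to-PEA scaled | Technique: Kinetic Fluo-8 calcium fluorescence | Benchmarks: Low control DMSO, high control PEA (EC100)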
CHO-K1 Ca PAM = counter-screen for M1 PAMs: effect in parental CHO-K1 cells; ATP EC20, Fluo-8 calcium fluorescence; 0% at ATP EC20, 100% at ATP max; activation, % at 3 µM; actives 0.02% (n = 360,000);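 active = activation above the run cutoff, the mean activation of all test compounds plus 3 SD, cut at about 40% in these data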;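 note: peak over basal fluorescence ratio in a 140 s read after ATP addition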
CHO-K1 Ca antag = counter-screen for M1 antagonists: effect in parental CHO-K1 cells | ATP-induced calcium, Fluo-8 fluorescence | inhibition, % at 3 µM | actives 0.6% (n = 360,000) | AID 602250;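 active = inhibition above a per-plate cutoff, the plate's mean sample inhibition plus 3 SD, cut at about 24% in these data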;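 note: 0% = DMSO plus EC80 ATP and 100% = DMSO alone without ATP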
OXTR potentiate = human OXTR potentiation | P30559 | CHO-OTR cells, Fluo-8 calcium fluorescence, potentiator mode; 0% = oxytocin EC15, 100% = EC100 | activation, % at 3 µM | actives 0.061% (n = 320,000) | AID 2445;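 active = activation above that plate's cutoff, the mean activation of tested compounds plus 3 SD, cut at about 6.6% in these data, passing the limit was not always enough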;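 note: 100% uses oxytocin at 75 nM as the full agonist control; some results filed as inactive read as strong as hits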
Target sequence (P30559 whole entry, looked up): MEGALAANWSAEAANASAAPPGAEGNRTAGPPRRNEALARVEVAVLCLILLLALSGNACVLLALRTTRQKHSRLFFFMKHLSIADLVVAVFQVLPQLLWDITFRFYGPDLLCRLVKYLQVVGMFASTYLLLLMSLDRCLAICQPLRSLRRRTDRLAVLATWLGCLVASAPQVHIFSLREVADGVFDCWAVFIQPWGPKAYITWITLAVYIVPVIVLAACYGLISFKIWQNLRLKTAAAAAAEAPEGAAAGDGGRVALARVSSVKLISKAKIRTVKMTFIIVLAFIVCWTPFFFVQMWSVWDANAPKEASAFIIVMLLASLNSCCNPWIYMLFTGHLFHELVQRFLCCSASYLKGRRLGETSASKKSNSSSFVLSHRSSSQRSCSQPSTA
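test system = CHO-OTR cells, human receptor | compound = single-point 3.0 µM | schedule = 6 min compound pre-incubation at room temperature, 100 s kinetic read | signal = Fluo-8 no-wash calcium dye fluorescence, excitation 470-495 nm, emission 515-575 nm | repeats = single well per compound, singlicate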
* marks the source's active call; other numbers are inactive results; nt = no result given.

Results follow in this order: M1 ag parental	M1 antag	CHRM1 agonist	TAAR1 antag	CHO parental Ca	TAAR1 agonist	CHO-K1 Ca PAM	CHO-K1 Ca antag	OXTR potentiate
#1 CN(C)C(CNC(=O)Cc1cccc(C(F)(F)F)c1)c1ccco1 (stereo not drawn)
    0.1	-10	-8	-8	-15	-2	5	-10	-4
#2 Cc1ccc(NNC(=O)c2ccno2)cc1C
    0.1	0	-1	-8	-4	2	-22	11	-1
#3 CNC(=S)NC1(C)CCS(=O)(=O)C1 (stereo not drawn)
    0.5	-10	2	-23	-1	1	-10	-7	-7
#4 CCC/C=N/Nc1nc2ccccc2s1
    1.0	5	-6	-19	-6	4	13	-12	0
#5 O=C(CC1OC(=O)c2ccccc21)NNC(=O)c1ccc(F)cc1 (stereo not drawn)
    1.2	-1	-1	-20	-12	2	20	0	1
#6 CCS(=O)(=O)c1nnnn1-c1ccccc1S(C)(=O)=O
    0.3	-9	-2	-9	-10	1	20	-12	6
#7 O=c1[nH]nc(-c2ccc(F)cc2)cc1Cc1ccccc1
    2.7	-14	-3	-7	-11	1	28	-7	2
#8 CCCc1cc(C(=O)Nc2cccc(-c3nn[nH]n3)c2)sc1C
    0.6	5	-6	-8	nt	3	17	-11	nt
#9 CC(C)(C)c1ccc(OCCNCc2ccccc2)cc1
    5.3	21	-5	14	-14	71*	12	5	-2
#10 O=C(Nc1ccnc(-c2ccncc2)n1)C1CC1
    0.5	-9	-7	1	2	2	30	-15	1
#11 C[C@@H](NC(=O)[C@@H]1CCCN1C(=O)[C@@H]1CCCN1C(=O)c1cccs1)c1ccccc1
    0.4	nt	nt	-2	nt	-1	7	-7	nt
#12 CCOc1ccc2nc(SCc3ccccc3C#N)sc2c1
    1.0	5	-6	14	-12	10	22	-15	1
#13 Cn1c(CNc2ccc(Cl)cc2)nc2ccccc21
    0.9	-16	-1	-1	-10	4	-5	12	-10
#14 CCc1cc2c(=O)c(-c3nc(C)cs3)coc2cc1OC(C)C(=O)NCCO (stereo not drawn)
    0.7	8	-4	22	-4	5	-11	13	-1
#15 COc1ccc(CNC(=O)CSc2nc3ccc(N)cc3s2)cc1
    1.0	-9	-6	-28	-4	1	25	-13	2
#16 O=C(Nc1cccc(-c2ccc(F)cc2)c1)C1CCCN(Cc2cccnc2)C1 (stereo not drawn)
    0.2	-11	-2	-4	-12	9	5	8	-11
#17 COCCCNC(=O)/C(C#N)=C/c1c(N2CCN(c3ccccc3)CC2)nc2ccccn2c1=O
    4.9	8	-5	23	-14	10	-15	-5	-4
#18 O=C(NCC1CCCO1)c1ccc(COc2ccc(Br)cc2)cc1 (stereo not drawn)
    4.7	11	-3	18	-20	4	-5	6	-12
#19 CCOc1ccccc1NC(=O)COC(=O)c1cc(C(=O)OC)cc([N+](=O)[O-])c1
    0.4	-9	-3	-4	-7	6	28	-23	-7
#20 Cc1nnc(NC(=O)C(C)Sc2nnc(-c3ccco3)n2C(C)C)s1 (stereo not drawn)
    0.6	-13	-2	-4	-5	4	10	-12	-3

Later entries:
Results follow in this order: M1 ag parental	M1 antag	CHRM1 agonist	TAAR1 antag	CHO parental Ca	TAAR1 agonist	CHO-K1 Ca PAM	CHO-K1 Ca antag	OXTR potentiate
#21 COc1cc(/C=C2\SC(=S)N(CCC(=O)Nc3ccccc3O)C2=O)cc(OC)c1OC
    3.0	8	0	47	-6	8	6	10	-4
#22 O=C(Nc1ccc(N2CCOCC2)c(S(=O)(=O)Nc2ccc(Cl)cc2)c1)c1ccc(=O)[nH]n1
    0.6	9	1	5	-15	2	-16	-3	-2
#23 CCOC(=O)c1c(-c2ccccc2)oc2ccc(OCC(=O)O)cc12
    0.6	-18	-4	13	-2	-3	-22	3	-8
#24 O=C(Nc1ccc(Cl)cc1)Nc1nnc(SCc2ccc(Cl)cc2)s1
    0.4	-4	-4	12	-6	2	16	-13	-9
#25 COc1ccc(NC(=O)c2oc3ccccc3c2NC(=O)c2ccc3c(c2)OCO3)cc1
    0.1	3	-3	25	-12	3	10	-14	-4
#26 O=[N+]([O-])c1ccc2nc(-c3ccccc3)cc(-c3ccccc3)c2c1
    0.1	-6	-3	-6	-5	1	15	-5	-7
#27 COc1ccc(Cl)cc1C(=O)OCC(=O)c1ccc[nH]1
    1.5	11	0	6	-15	-1	-10	-7	-7
#28 COc1ccnc(N2CCN(c3cccc(C(F)(F)F)c3)CC2)c1C#N
    -0.2	4	-1	-4	-16	0	-8	-8	-11
#29 CCCCN(C=O)c1c(CC)nc2ccc(C(=O)N3CCN(C)CC3)cn12
    0.0	-18	-3	-1	nt	4	-3	-3	nt
#30 Cn1c(SCC(=O)c2ccccc2)nnc1-c1cccnc1
    4.2	-6	-5	-3	-17	5	19	5	-4
#31 C#CCNC(=O)[C@H](Cc1ccc(C(=O)c2ccccc2)cc1)NC(=O)OC(C)(C)C
    0.6	-2	-1	4	-36	21	-18	-15	-6
#32 OC1CCCN(Cc2ccccc2)C1 (stereo not drawn)
    -0.2	-7	-2	2	-3	2	10	-2	-6
#33 CN1C(=O)c2ccc(NC(=O)C3CC3)cc2C1=O
    0.7	-11	-1	-1	-11	1	-8	4	-7
#34 COc1ccc(NC(=O)c2cncc(Br)c2)cc1S(N)(=O)=O
    0.0	-9	-2	-6	-15	3	7	-8	-16
#35 CC1CCC(C(C)C)C(OCC(O)CN2CCOCC2)C1 (stereo not drawn)
    0.6	0	-9	-4	-12	7	19	-13	0
#36 COc1ccc(CC(=O)N2CCN(c3cccc(Cl)c3)CC2)cc1OC
    3.3	-21	4	-13	-13	3	-22	4	-6
#37 N#Cc1ccccc1Oc1ccccc1C=O
    0.6	-8	1	-3	1	16	12	-13	-21
#38 CCSC(=O)NC1CCCCC1
    -0.5	-14	1	-18	-4	1	-11	1	-2
#39 O=C(NCCS(=O)(=O)N1CCN(c2ccccc2)CC1)C12CC3CC(CC(C3)C1)C2
    2.6	-6	1	-4	nt	7	1	-3	nt
#40 COC(=O)c1cnc(Nc2ccc(Cl)cc2)c([N+](=O)[O-])c1
    0.4	-14	0	4	2	1	1	15	-11

Next part
Results follow in this order: M1 ag parental	M1 antag	CHRM1 agonist	TAAR1 antag	CHO parental Ca	TAAR1 agonist	CHO-K1 Ca PAM	CHO-K1 Ca antag	OXTR potentiate
#41 Cc1cccc(OCC(O)CN2CCN(CCN3C(=O)c4cccc5cccc(c45)C3=O)CC2)c1C (stereo not drawn)
    -0.6	-10	-6	-12	-17	5	12	-10	-10
#42 O=C1CCC(C(=O)OCC(=O)c2c[nH]c3ccccc23)=NN1
    -0.4	8	-1	-9	-6	8	-15	23	1
#43 CC(C)Cn1c(Cc2ccccc2)n[nH]c1=S
    0.9	13	-14	-9	-7	4	-6	-39	-4
#44 CC(=O)c1ccc(N2CCN(C(=O)C3CCN(S(=O)(=O)c4ccc5c(c4)CC(C)N5C(=O)C4CC4)CC3)CC2)cc1 (stereo not drawn)
    4.4	20	-3	16	3	2	-15	10	-7
#45 COc1cc(CCCN2C(=O)C(=O)NC[C@@H]2CCCCN)cc(OC)c1OC
    0.1	19	-1	18	-8	3	-12	2	-5
#46 O=C(N/N=C1\CCCc2ccccc21)c1ccccc1[N+](=O)[O-]
    0.2	-2	-3	1	0	4	3	19	-10
#47 O=C(Nc1nc(-c2ccccc2)cs1)c1ccc(N2CCOCC2)c([N+](=O)[O-])c1
    12	37	0	nt	41*	nt	-2	25*	-10
#48 O=C(CSc1nnc2ccc(-c3ccc(Br)cc3)nn12)NCC1CCCO1 (stereo not drawn)
    -0.8	-13	-6	-19	-26	-2	9	0	1
#49 COc1cccc(Cn2c(=S)[nH]c3ccc(N4CCOCC4)cc3c2=O)c1
    0.1	4	-7	6	-10	13	10	-3	-6
#50 O=C(O)c1cccc(N/N=C/c2ccc(F)c(F)c2)c1
    -0.2	2	-6	0	-7	0	12	-7	-19
#51 CCOC(=O)c1sc(=NC(=O)COc2ccccc2)n(C)c1C
    0.5	9	-1	-9	-13	0	-5	4	-3
#52 CCCCNC(=S)NNC(=O)c1c(Cl)c(C)nn1C
    1.2	6	-4	0	-1	3	20	-4	-4

Among those listed so far, these contain four or more nitrogen atoms:
Results follow in this order: M1 ag parental	M1 antag	CHRM1 agonist	TAAR1 antag	CHO parental Ca	TAAR1 agonist	CHO-K1 Ca PAM	CHO-K1 Ca antag	OXTR potentiate
#6 CCS(=O)(=O)c1nnnn1-c1ccccc1S(C)(=O)=O
    0.3	-9	-2	-9	-10	1	20	-12	6
#8 CCCc1cc(C(=O)Nc2cccc(-c3nn[nH]n3)c2)sc1C
    0.6	5	-6	-8	nt	3	17	-11	nt
#10 O=C(Nc1ccnc(-c2ccncc2)n1)C1CC1
    0.5	-9	-7	1	2	2	30	-15	1
#17 COCCCNC(=O)/C(C#N)=C/c1c(N2CCN(c3ccccc3)CC2)nc2ccccn2c1=O
    4.9	8	-5	23	-14	10	-15	-5	-4
#20 Cc1nnc(NC(=O)C(C)Sc2nnc(-c3ccco3)n2C(C)C)s1 (stereo not drawn)
    0.6	-13	-2	-4	-5	4	10	-12	-3
#22 O=C(Nc1ccc(N2CCOCC2)c(S(=O)(=O)Nc2ccc(Cl)cc2)c1)c1ccc(=O)[nH]n1
    0.6	9	1	5	-15	2	-16	-3	-2
#24 O=C(Nc1ccc(Cl)cc1)Nc1nnc(SCc2ccc(Cl)cc2)s1
    0.4	-4	-4	12	-6	2	16	-13	-9
#28 COc1ccnc(N2CCN(c3cccc(C(F)(F)F)c3)CC2)c1C#N
    -0.2	4	-1	-4	-16	0	-8	-8	-11
#29 CCCCN(C=O)c1c(CC)nc2ccc(C(=O)N3CCN(C)CC3)cn12
    0.0	-18	-3	-1	nt	4	-3	-3	nt
#30 Cn1c(SCC(=O)c2ccccc2)nnc1-c1cccnc1
    4.2	-6	-5	-3	-17	5	19	5	-4
#44 CC(=O)c1ccc(N2CCN(C(=O)C3CCN(S(=O)(=O)c4ccc5c(c4)CC(C)N5C(=O)C4CC4)CC3)CC2)cc1 (stereo not drawn)
    4.4	20	-3	16	3	2	-15	10	-7
#47 O=C(Nc1nc(-c2ccccc2)cs1)c1ccc(N2CCOCC2)c([N+](=O)[O-])c1
    12	37	0	nt	41*	nt	-2	25*	-10
#48 O=C(CSc1nnc2ccc(-c3ccc(Br)cc3)nn12)NCC1CCCO1 (stereo not drawn)
    -0.8	-13	-6	-19	-26	-2	9	0	1
#52 CCCCNC(=S)NNC(=O)c1c(Cl)c(C)nn1C
    1.2	6	-4	0	-1	3	20	-4	-4
